# Screening data (PubChem BioAssay)
# NPR2 activator = human GC-B receptor activators, primary screen, HEK293 GC-B cells, cGMP TR-FRET, EC30 CNP; Atrial natriuretic peptide receptor 2 (Homo sapiens), P20594; 0% at EC30 CNP, 100% saturating CNP; activation, % at 10 µM; 370,000 compounds, 0.11% hits;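 active = activation at 10 µM reaching about 35% in either raw or pattern-adjusted values, limit read from the data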
# mABHD4 FP = ABHD4 inhibitors, primary screen, biochemical, fluorescence polarization, mouse; purified mABHD4, FP-Rh probe fluorescence polarization; (Lyso)-N-acylphosphatidylethanolamine lipase (Mus musculus), Q8VD66; inhibition, % at 8.92 µM; 370,000 compounds, 0.54% hits;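 active = inhibition exceeding the mean over every tested compound plus 3 SD, cut at about 30% in these data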;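 note: 0% = plate median of compound wells and 100% = S159A mutant with DMSO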
# Target sequence (Q8VD66 whole entry, looked up): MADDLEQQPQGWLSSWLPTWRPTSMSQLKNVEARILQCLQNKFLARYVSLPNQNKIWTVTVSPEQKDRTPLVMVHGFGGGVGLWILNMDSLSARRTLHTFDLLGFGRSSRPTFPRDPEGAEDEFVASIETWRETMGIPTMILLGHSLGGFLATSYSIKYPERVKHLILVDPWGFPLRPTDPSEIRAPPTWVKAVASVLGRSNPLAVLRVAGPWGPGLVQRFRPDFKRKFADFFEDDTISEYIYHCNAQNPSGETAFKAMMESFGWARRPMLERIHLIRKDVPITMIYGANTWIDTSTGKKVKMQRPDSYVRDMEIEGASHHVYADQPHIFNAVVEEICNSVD
#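 Test system: mABHD4 protein | Buffer or medium: HEPES pH 7.0 buffer, 150 mM NaCl, 0.01% Pluronic F-127 | Probe or stimulus: FP-Rh fluorescent activity-based probe, added after compound pre-incubation | Timing: Pre-incubation 45 min, probe exposure 60 min, at 25 °C | Technique: Fluorescence polarization, excitation 525 nm, emission 598 nm, BODIPY TMR filters | Repeats: Single well per compound (singlicate)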
# SIAE primary = human SIAE inhibitors, primary screen, biochemical, fluorescence polarization, FP-Rh probe, 1536-well HTS; Sialate O-acetylesterase (Homo sapiens), Q9HAT2; SIAE FP-Rh probe binding; inhibition, % at 9.66 µM; 370,000 compounds, 0.69% hits; AID 1053197, 2014;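 active = inhibition above a cutoff: mean of compounds within the control limits plus 3 SD of those, cut at about 17% in these data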;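 note: 0% = plate median of compound wells and 100% = probe without SIAE protein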
# rCAG binder = binders of r(CAG) RNA repeats, primary screen, biochemical, fluorescence. r(CAG) RNA repeat, TO-PRO-1 dye displacement fluorescence. inhibition, % at 3 µM. 370,000 compounds, 1.3% hits. AID 651821, 2012;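 active = inhibition above the plate cutoff, the mean of all test compounds on that plate plus 3 SD, cut at about 35% in these data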;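 note: 0% = DMSO alone and 100% = 100 µM mitoxantrone as full dye displacement; higher means more dye released from RNA so lower well fluorescence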
# PRMT1 inh = PRMT1 methyltransferase inhibitors, primary screen, biochemical, fluorescence polarization; Protein arginine N-methyltransferase 1 (Homo sapiens), Q99873; recombinant PRMT1, activity-based probe fluorescence polarization; inhibition, % at 2.79 µM; 370,000 compounds, 1.3% hits;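 active = inhibition above about 21% made by adding two undisclosed values, limit read from the data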
# Target sequence (Q99873 whole entry, looked up): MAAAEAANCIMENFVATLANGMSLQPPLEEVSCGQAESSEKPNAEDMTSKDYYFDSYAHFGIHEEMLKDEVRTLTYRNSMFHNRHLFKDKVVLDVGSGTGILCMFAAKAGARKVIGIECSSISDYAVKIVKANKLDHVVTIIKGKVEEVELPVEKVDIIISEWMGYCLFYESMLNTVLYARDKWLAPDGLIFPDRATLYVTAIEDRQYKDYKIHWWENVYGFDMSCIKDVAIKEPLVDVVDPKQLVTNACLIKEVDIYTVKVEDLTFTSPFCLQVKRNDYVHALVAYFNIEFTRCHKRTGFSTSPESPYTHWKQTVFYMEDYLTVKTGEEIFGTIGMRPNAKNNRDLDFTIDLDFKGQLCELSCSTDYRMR
# HTRA1 inh = HTRA1 serine protease inhibitors, primary screen, biochemical, fluorescence polarization, HTS. recombinant HTRA1, FP-rhodamine activity-based probe. inhibition, % at 5.96 µM. 340,000 compounds, 0.5% hits. AID 504803, 2011; in the data active = inhibition above about 36%;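 note: 0% = enzyme with DMSO and 100% = wells lacking enzyme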
# GC-A act = GC-A stimulated cGMP production enhancers – HEK293 GC-A cells, cGMP TR-FRET, EC30 ANP, primary screen. Atrial natriuretic peptide receptor 1 (Homo sapiens), P16066. 0% at EC30 ANP, 100% saturating ANP. activation, % at 10 µM. 370,000 compounds, 0.14% hits. AID 1671463, 2021; in the data active = activation above about 40%
# UHRF1 binding = UHRF1 methylated DNA binding inhibitors, primary screen, counter-screen for MBD2 inhibitor project, biochemical, TR-FRET, human UHRF1, single concentration; E3 ubiquitin-protein ligase UHRF1 (Homo sapiens), Q96T88; UHRF1 binding to methylated oligo; inhibition, % at 4.4 µM; 370,000 compounds, 0.75% hits; in the data active = inhibition above about 21%;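 note: UHRF1 SRA domain binding a hemimethylated CpG hairpin DNA probe; 0% = median of test compound wells and 100% = reference inhibitor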
# MBD2 inh = inhibitors of MBD2 binding to methylated DNA, primary screen, biochemical, TR-FRET, DNA-binding domain, human | 370,000 compounds, 0.31% hits | inhibition, % at 4.4 µM | MBD2 binding to methylated oligonucleotide | Methyl-CpG-binding domain protein 2 (Homo sapiens), Q9UBB5; in the data active = inhibition above about 13%
# TCR CD3 inh = inhibitors of human TCR-CD3 interaction, primary screen, biochemical, fluorescence, TAMRA-labeled TCR probe. inhibition, % at 9.4 µM. 360,000 compounds, 0.37% hits. AID 651800, 2012; in the data active = inhibition above about 19%;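 note: recombinant mutant TCR 2C K166C tagged with TAMRA read by polarization; 0% = receptor in buffer alone and 100% = receptor with positive control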
# Starred values were filed as active, the others as inactive; · = no result given.
item	mol	SIAE primary	UHRF1 binding	rCAG binder	NPR2 activator	GC-A act
1	CC(=O)N1CCN(S(=O)(=O)c2cccc(C(=O)NC3CCCc4ccccc43)c2)CC1 (centres undefined)	-8	5	3	-3	2
2	O=C(NCCC1=CCCCC1)c1c(O)nc2ccccn2c1=O	12	4	-2	-4	2
3	O=C(CCc1nc2cccnc2n1Cc1ccccc1)N1CCOCC1	2	-1	-4	8	-5
4	Cc1cccc(CCNC(=O)C2CCN(S(=O)(=O)c3cccc4cccnc34)CC2)c1	4	-1	-5	2	1
5	CCCc1nc2ccc(NC(=O)NCCC(=O)OCC)cc2c(=O)n1Cc1cccc(Cl)c1	0	-2	1	1	-4
6	C=CCN(C(=O)CNC(=O)c1ccco1)C(C(=O)NC1CCCC1)c1cccs1 (centres undefined)	1	2	-5	-1	1
7	COc1cc(/C=N\n2nnnc2N)ccc1OCc1ccc(F)cc1	-6	0	9	12	12
8	O=C1c2ccccc2-c2c1nc1c([n+]2[O-])CCCC1	0	-10	0	-12	0
9	COc1ccc2nc(/C(C#N)=C\c3ccc(Oc4ccc([N+](=O)[O-])cn4)cc3)[nH]c2c1	-7	-1	9	1	-1
10	O=C(CCc1ccc(S(=O)(=O)N2CCOCC2)cc1)Nc1ccc2ccccc2c1	-7	-1	8	0	-2
11	Cc1ccc(S(=O)(=O)NCCc2cc3ccc(C)c(C)c3[nH]c2=O)cc1	-5	-2	-2	2	0
12	CC(=O)NCCn1c(SCc2ccccc2F)nc2ccccc2c1=O	1	1	-7	1	-6
13	N#CC1=C(SCC(N)=O)NC2=C(C(=O)c3ccccc32)C1c1ccc(Cl)cc1 (centres undefined)	7	-3	21	-11	-21
14	CN(C)C(=S)SCC(=O)NCc1ccc(F)cc1	1	-2	-3	4	5
15	Cc1cccnc1NC(=O)CCc1c[nH]c2ccccc12	-3	2	-1	3	1

item	mABHD4 FP	PRMT1 inh	HTRA1 inh	TCR CD3 inh	MBD2 inh
1	5	-1	-3	-1	2
2	10	2	2	-3	-3
3	3	3	9	-6	4
4	-5	3	-2	-9	-4
5	-3	-1	-12	5	0
6	0	2	0	3	3
7	-8	-1	-8	4	2
8	-3	-2	0	4	-12
9	-7	-5	-13	-19	3
10	-3	-2	-11	5	1
11	5	0	-1	-2	3
12	1	2	-3	-4	5
13	5	0	-8	4	-6
14	0	0	2	0	-4
15	5	0	-2	-4	4

# Profiles, looked up by structure. Screens in order: SIAE primary | UHRF1 binding | rCAG binder | NPR2 activator | GC-A act | mABHD4 FP | PRMT1 inh | HTRA1 inh | TCR CD3 inh | MBD2 inh
# `Cc1cccnc1NC(=O)CCc1c[nH]c2ccccc12` as listed: -3 | 2 | -1 | 3 | 1 | 5 | 0 | -2 | -4 | 4
# `COc1cc(/C=N\n2nnnc2N)ccc1OCc1ccc(F)cc1` as listed: -6 | 0 | 9 | 12 | 12 | -8 | -1 | -8 | 4 | 2

# Additional compounds follow.
item	mol	SIAE primary	UHRF1 binding	rCAG binder	NPR2 activator	GC-A act
16	CCn1ncc(/C=N\NC(=O)COc2ccccc2)c1C	-7	-2	-1	1	3
17	COc1ccc(/C=N/NC(=O)c2ccc(N(C)S(=O)(=O)c3ccccc3)cc2)c(OC)c1	-7	32*	3	0	-14
18	CC1CCCC(C)N1CCCNC(=O)c1cc2c(=O)n(C)c3ccccc3c2n1C (centres undefined)	1	4	14	1	1
19	O=c1cc(CN2CCCCCC2)nc2sccn12	4	0	0	-2	2
20	Nc1ccc(-c2cc3ccccc3c(=O)o2)cc1	-3	-15	3	-6	5
21	CCN1C(=O)N[C@@H](c2cccc(F)c2)C(C(C)=O)=C1C	0	4	-5	3	0
22	COc1ccc(NC(=O)CSCCc2ccccn2)cc1OC	-10	-1	4	1	0
23	CCOC(=O)N1CCN(C(=O)C2CCC(CNS(=O)(=O)c3ccccc3)CC2)CC1 (centres undefined)	-8	2	-2	2	-1
24	Cc1ccnc(NC(=O)c2ccoc2C)c1	4	-3	0	3	1
25	COc1ccc(CCCNC(=O)C2Cc3c(-c4ccc(NC(C)=O)cc4)ccnc3O2)cc1 (centres undefined)	2	-3	-1	-5	-7
26	CC(C)=CCN1CCN(Cc2c[nH]c3ccccc23)CC1CCO (centres undefined)	1	0	-3	-2	-3
27	Cc1ccc(S(=O)(=O)CCSc2nc(C)cc(C(F)(F)F)c2C#N)cc1	5	1	-3	3	1
28	Cc1ccc2nc(NC(=O)C3CC(=O)N(Cc4ccco4)C3)sc2c1 (centres undefined)	-12	15	-7	-7	25
29	CCN(CC)CCNC(=O)CNC(=O)c1nn(-c2ccc(OC)c(OC)c2)c(=O)c2ccccc12	-3	0	1	-3	4
30	Cc1ccccc1S(=O)(=O)Nc1ncnc2sccc12	1	-3	5	2	2

item	mABHD4 FP	PRMT1 inh	HTRA1 inh	TCR CD3 inh	MBD2 inh
16	1	1	3	8	0
17	-4	-2	-9	0	5
18	-3	-5	2	0	2
19	-1	0	4	-2	0
20	11	-2	-5	-2	-6
21	2	0	7	1	1
22	2	-3	0	2	3
23	3	0	7	-6	-2
24	2	-1	4	7	1
25	-5	1	·	-3	3
26	1	7	6	-3	0
27	-1	-5	-2	1	4
28	-5	2	0	-5	8
29	3	7	-2	2	2
30	19	2	-4	2	3

# Among those listed so far, these have a Cl atom.
item	mol	SIAE primary	UHRF1 binding	rCAG binder	NPR2 activator	GC-A act
5	CCCc1nc2ccc(NC(=O)NCCC(=O)OCC)cc2c(=O)n1Cc1cccc(Cl)c1	0	-2	1	1	-4
13	N#CC1=C(SCC(N)=O)NC2=C(C(=O)c3ccccc32)C1c1ccc(Cl)cc1 (centres undefined)	7	-3	21	-11	-21

item	mABHD4 FP	PRMT1 inh	HTRA1 inh	TCR CD3 inh	MBD2 inh
5	-3	-1	-12	5	0
13	5	0	-8	4	-6

# Following part
item	mol	SIAE primary	UHRF1 binding	rCAG binder	NPR2 activator	GC-A act
31	CN(C)S(=O)(=O)c1ccc(N2CCCC2)c(C(=O)N2CCC(C(N)=O)CC2)c1	3	-3	0	1	3
32	COc1ccc(C(=O)NCc2nnc(SCC(=O)Nc3cc(C)cc(C)c3)o2)cc1OC	2	1	4	0	-4
33	Cc1nc(SC(C)C(=O)NCC2CCCO2)c2cc(-c3ccccc3)sc2n1 (centres undefined)	-7	0	-2	-10	3
34	CCc1c(C)nc(N2CCN(c3ccc(Cl)cc3)CC2)[nH]c1=O	0	-1	-2	-1	-6
35	CCN1C[C@@H]2[C@@H]3C(=O)N(C)C(=O)[C@@H]3[C@](CC)(C1=O)N2C(=O)c1ccc(F)cc1	2	-1	0	4	0
36	COc1ccc(-c2[nH]ncc2CN(C)Cc2ccccn2)c(OC)c1	-1	2	-3	-6	-5
37	Cc1nn(C)c(Oc2cccc(Cl)c2)c1C=O	5	-2	1	9	5
38	O=C1NC(CCc2ccccc2)C(=O)N1Cc1ccccc1Cl (centres undefined)	-2	0	-3	0	-1
39	C#CCN(C[C@@H]1[C@@H](OC(=O)NCC2CCCCC2)[C@@H](OC(=O)NCC2CCCCC2)Cn2c(=O)ccc(=O)n21)S(=O)(=O)c1ccc(C)cc1	-2	-2	11	4	-1
40	O=C(NCCc1cccs1)C1CC(c2ccc([N+](=O)[O-])cc2)=NO1 (centres undefined)	0	-1	0	6	-2
41	Cc1cc(Cl)ccc1OCC(=O)NNC(=O)CCOc1ccccc1	13	-2	1	7	-2
42	N=c1n(Cc2ccccc2)c2ccccc2n1CC(O)COc1ccccc1 (centres undefined)	-5	0	15	-15	-21
43	CC(C)CCN1CCN(Cc2cccc3nonc23)CC1CCO (centres undefined)	-3	-4	-2	-8	0
44	CC(C)(C)[C@H]1COC(=O)CCC/C=C/C[C@H](CC(=O)NCCO)C(=O)N1	-3	0	-2	-2	2
45	NC(=O)CCC(NC(=O)c1ccc(Cl)cc1)C(=O)O (centres undefined)	5	-2	2	2	0
46	Fc1c(F)c(F)c(N=Cc2ccc3ncccc3c2)c(F)c1F	0	-2	-2	0	1

item	mABHD4 FP	PRMT1 inh	HTRA1 inh	TCR CD3 inh	MBD2 inh
31	0	1	-5	0	1
32	-6	-2	0	-3	-2
33	-4	-1	-23	-2	-3
34	2	-1	8	-5	0
35	1	-1	0	5	4
36	-6	-2	-2	-4	2
37	2	-4	1	1	-7
38	-2	2	-13	-4	-1
39	-10	2	-44	3	-7
40	0	2	-12	5	-5
41	3	-2	0	-7	-2
42	4	-2	-5	6	3
43	0	2	0	10	-2
44	2	-1	3	7	-2
45	7	52*	1	1	-6
46	-3	2	8	-9	-4

# Of the compounds above, 4 have an aryl thioether with sulfur outside any ring:
item	mol	SIAE primary	UHRF1 binding	rCAG binder	NPR2 activator	GC-A act
12	CC(=O)NCCn1c(SCc2ccccc2F)nc2ccccc2c1=O	1	1	-7	1	-6
27	Cc1ccc(S(=O)(=O)CCSc2nc(C)cc(C(F)(F)F)c2C#N)cc1	5	1	-3	3	1
32	COc1ccc(C(=O)NCc2nnc(SCC(=O)Nc3cc(C)cc(C)c3)o2)cc1OC	2	1	4	0	-4
33	Cc1nc(SC(C)C(=O)NCC2CCCO2)c2cc(-c3ccccc3)sc2n1 (centres undefined)	-7	0	-2	-10	3

item	mABHD4 FP	PRMT1 inh	HTRA1 inh	TCR CD3 inh	MBD2 inh
12	1	2	-3	-4	5
27	-1	-5	-2	1	4
32	-6	-2	0	-3	-2
33	-4	-1	-23	-2	-3

# A portion of the library (hit frequency here may not be typical).
